RAD54 branch = inhibitors of human RAD54 branch migration; inhibition, % at 10.4 µM; 0.14% of 360,000 active; RAD54 Holliday junction branch migration, FAM/BHQ fluorescence;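 active means mean normalized replicate activity at least 40 and at least half of replicates scoring 40 or more; inconclusive means only one of the two criteria met; inactive means mean below 40 and under half of replicates reaching 40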;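 further: 0% = median of neutral control wells and 100% = median of positive control wells; inhibitors cause a drop in the FAM fluorescence signal; in these data hits start at about 50%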
Target sequence (Q92698 whole entry, looked up): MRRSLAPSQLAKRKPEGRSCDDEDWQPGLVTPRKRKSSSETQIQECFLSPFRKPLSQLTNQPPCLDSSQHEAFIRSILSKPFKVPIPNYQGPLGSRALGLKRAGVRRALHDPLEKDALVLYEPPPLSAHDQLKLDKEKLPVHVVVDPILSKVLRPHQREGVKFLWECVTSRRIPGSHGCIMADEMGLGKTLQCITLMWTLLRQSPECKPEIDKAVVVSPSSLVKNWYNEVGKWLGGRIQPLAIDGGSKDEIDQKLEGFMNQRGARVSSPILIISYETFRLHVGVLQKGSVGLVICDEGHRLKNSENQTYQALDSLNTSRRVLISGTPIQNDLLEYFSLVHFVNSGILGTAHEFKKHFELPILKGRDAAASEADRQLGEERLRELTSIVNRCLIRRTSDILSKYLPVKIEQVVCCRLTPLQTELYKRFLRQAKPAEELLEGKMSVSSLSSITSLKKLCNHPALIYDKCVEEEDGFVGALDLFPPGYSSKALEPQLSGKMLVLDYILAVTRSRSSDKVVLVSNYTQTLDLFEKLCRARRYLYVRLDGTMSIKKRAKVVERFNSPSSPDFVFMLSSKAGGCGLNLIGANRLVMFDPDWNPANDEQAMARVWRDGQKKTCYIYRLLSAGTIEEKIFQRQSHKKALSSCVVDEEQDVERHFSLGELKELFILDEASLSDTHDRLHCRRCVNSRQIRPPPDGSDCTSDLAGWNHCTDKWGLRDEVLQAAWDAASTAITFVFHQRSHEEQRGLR
esBAF inh = SWI/SNF esBAF complex inhibition; AID 602393; reporter increase, % at 12.5 µM; 2% of 350,000 active; mouse ES cells, Bmi1-luciferase knock-in reporter, 24 h; 100% = twice the neutral-well signal; in the data active means activation above about 40%; inconclusive means no clear call, values can overlap the other calls;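 further: 0% = median of the plate's neutral control wells and 100% = double that signal; a rise in the Bmi1 reporter signal indicates esBAF inhibition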
The depositor's hits bear a star; ? = inconclusive.

SMILES	RAD54 branch	esBAF inh
CC(=O)OC(C(=O)NC1CCCCC1)c1ccc(C#N)cc1 (centres undefined)	2	-7
Cc1ccc(S(=O)(=O)N2CCN=C2c2ccccc2)cc1C	4	-3
CC1=CC(C)(C)N(C(=O)CSc2ncn[nH]2)c2ccc(C)cc21	5	-7
CCOc1cc2[nH]c(=O)n(CCCC(=O)NCc3ccco3)c(=O)c2cc1OCC	-3	-1
COc1ccc(OCC(=O)Nc2cccc(NC(=O)COc3ccc(OC)cc3)n2)cc1	6	37
Cc1ccc(C(=O)Nc2nc(=O)n(C(=O)c3ccccc3C)s2)cc1	-2	60*
Cc1nc(C)c(C(=O)Nc2ccc(Oc3ccccc3)cc2)o1	-1	13
COc1ccc(N2C(=O)CC(Sc3nnc(-c4ccccc4)o3)C2=O)cc1 (centres undefined)	4	3
O=C(Nc1ccc2c(c1)OCCO2)N1CCN(c2ccc(F)cc2)CC1	3	24
COc1ccc(C2CC(C(F)(F)F)n3nc(C(=O)O)c(Cl)c3N2)cc1OC (centres undefined)	-3	-8
COc1cc(C)c(Cl)cc1S(=O)(=O)NCC1CCCO1 (centres undefined)	-3	1
CN(C)c1ccc(NC(=O)c2ccc3nsnc3c2)cc1	-1	11
O=C(NC1CCCC1)C(c1ccc(F)cc1)N(C(=O)Cc1cccs1)c1ccc2c(c1)OCCO2 (centres undefined)	6	15
OCCN(CCO)CC(O)COc1ccc2c(c1)OCO2 (centres undefined)	-1	-6
COc1cccc(N2CCN(C(=O)c3ccc(=O)oc3)CC2C)c1 (centres undefined)	0	8
CC(=O)c1cc(-c2ccccc2)n(CCC(=O)NC(C)(C)C)c1C	3	4
Nc1c(C(=O)NCC2CCCO2)sc(=S)n1-c1ccccc1 (centres undefined)	3	11
O=S(=O)(NCc1cccnc1)c1ccc2c(c1)OCCO2	-2	-4
Oc1ccc(-c2nc(-c3ccc(O)c(O)c3)cs2)cc1	4	3
Cc1[nH]n(-c2cccc(Cl)c2)c(=O)c1C=NC12CN3CN(CN(C3)C1)C2	12	-1
Clc1ccccc1CSc1nnc(/C=C/c2ccccc2)o1	5	3
COc1cccc(OC)c1C(=O)Nc1ccc(CN2CCCCC2)cc1	0	-3
CC(=O)N(C(C)=O)c1ccc2nc(C)[nH]c(=O)c2c1	-5	-2
c1ccc2c(c1)CCCN2Cc1nnnn1CC1CCCO1 (centres undefined)	-36	-6
CC(C)Oc1ccc(C2CC(=O)N(c3cccc(C(=O)O)c3)C2=O)cc1 (centres undefined)	-7	56*

A draw from above in order of heavy-atom count, smallest number first.
SMILES	RAD54 branch	esBAF inh
COc1cc(C)c(Cl)cc1S(=O)(=O)NCC1CCCO1 (centres undefined)	-3	1
OCCN(CCO)CC(O)COc1ccc2c(c1)OCO2 (centres undefined)	-1	-6
CC(=O)OC(C(=O)NC1CCCCC1)c1ccc(C#N)cc1 (centres undefined)	2	-7
CC(=O)c1cc(-c2ccccc2)n(CCC(=O)NC(C)(C)C)c1C	3	4
Cc1ccc(C(=O)Nc2nc(=O)n(C(=O)c3ccccc3C)s2)cc1	-2	60*
O=C(Nc1ccc2c(c1)OCCO2)N1CCN(c2ccc(F)cc2)CC1	3	24
O=C(NC1CCCC1)C(c1ccc(F)cc1)N(C(=O)Cc1cccs1)c1ccc2c(c1)OCCO2 (centres undefined)	6	15

New compounds follow
SMILES	RAD54 branch	esBAF inh
CCC(c1nnnn1Cc1ccc(F)cc1)N(CCCO)Cc1cc2cc3c(cc2[nH]c1=O)OCO3 (centres undefined)	-18	-2
Cc1nnc(SCc2cc(=O)[nH]c(N3CCN(Cc4ccccc4)CC3)n2)s1	-4	-2
CCCOc1ccc(C(=O)CCNC(Cc2c[nH]c3ccccc23)C(=O)O)cc1 (centres undefined)	-2	-6
C=CCn1c(SCC(=O)N2CCOCC2)nc2scc(-c3ccco3)c2c1=O	-9	7
Cc1ccc(-c2nn3c(C)nnc3c3ccccc23)cc1S(=O)(=O)NC(C)c1ccccc1 (centres undefined)	5	3
Cc1ccc(CNC(=O)CCSCCC(=O)NCc2ccc(C)cc2)cc1	3	-8
Cc1cnc(C)c(N2CCC(C(=O)NCc3ccco3)CC2)n1	-27	-6
CC(=O)Nc1cccc(C(=O)OCc2ccccc2)c1	-13	?
CCOC(=O)CCCNC(=O)COC(=O)c1cccc(C)c1O	-3	-5
Cc1nc2c(n1O)CCC/C2=N\O	-4	-4
COc1ccc(OC)c(NC(=O)CSc2nnc(C)n2Cc2ccccc2)c1	-6	0
O=C(N=Nc1c(O)n(C2OC(=O)c3ccccc32)c2ccccc12)c1ccc(O)cc1 (centres undefined)	-4	1
O=C(COC(=O)CNC(=O)c1ccc(Br)o1)Nc1ccc2c(c1)OCCO2	2	-1
Cc1cc(C)c2c(n1)nn1c(NCCCN3CCOCC3)cc(C)nc21	1	-6
CCOc1ccc(CNC(=O)C(CC)n2nc(C)n3c(cc4occc43)c2=O)cc1OC (centres undefined)	-3	-5
CCOC(=O)c1c(NC(=O)c2nn(CC)cc2Br)sc2c1CCCCC2	-6	-2
COc1ccc(/C(O)=C2/C(=O)C(=O)N(CCN(C)C)C2c2ccccn2)cc1OC (centres undefined)	2	15
COCCN(CC(=O)NCc1ccc(OC)cc1)C(=O)CCC(=O)Nc1nccs1	0	-4
Cc1cccc(NC(=O)Cn2c(=O)n(CCC(=O)NC3CCCC3)c(=O)c3ccccc32)c1	-3	3
CCc1c(C)nc2ncnn2c1N1CCC(C(=O)Nc2cccc(C(C)=O)c2)CC1	5	1
CN(C)c1nc(-c2ccccc2)nnc1C(F)(F)F	-2	1
Cc1ccc(-c2nnn(CC(=O)Nc3cccc4c3CCCC4)n2)o1	-3	-2
C=CCn1c(N)c(C(=O)NCC2CCCO2)sc1=S (centres undefined)	3	-2
CC(C)=C1C2CCC1C1C(=O)N(NC(=O)COc3ccc(Cl)c(C)c3)C(=O)C21 (centres undefined)	3	-30
c1ccc2oc(SCc3cn4ccsc4n3)nc2c1	-3	31

Profiles as entered above. Order of values: RAD54 branch, esBAF inh
CCOC(=O)CCCNC(=O)COC(=O)c1cccc(C)c1O across the screens: -3, -5
CCCOc1ccc(C(=O)CCNC(Cc2c[nH]c3ccccc23)C(=O)O)cc1 (centres undefined) across the screens: -2, -6

An excerpt of these results, in CSV form:
SMILES,RAD54 branch,esBAF inh
Cc1nnc(SCc2cc(=O)[nH]c(N3CCN(Cc4ccccc4)CC3)n2)s1,-4,-2
CCCOc1ccc(C(=O)CCNC(Cc2c[nH]c3ccccc23)C(=O)O)cc1 (centres undefined),-2,-6

Additional entries follow.
SMILES	RAD54 branch	esBAF inh
Cc1ccc(S(=O)(=O)NC(CC(=O)NC2CCCC2)c2ccco2)cc1 (centres undefined)	1	0
Cc1[nH]c(=O)[nH]c(=O)c1S(=O)(=O)N1CCCC(C(=O)NCCc2ccc(Cl)cc2)C1 (centres undefined)	-13	-4
O=C(CN1CCCCC1)Nc1cccc([N+](=O)[O-])c1	6	11
O=C(NC1(C(F)(F)F)NC(=O)N(Cc2ccco2)C1=O)c1cccnc1 (centres undefined)	-8	4
CCOc1ccc(C(CCc2ccccc2)NC(=O)c2ccc(OC)c(OC)c2)cc1OCC (centres undefined)	-5	-6
CCN(CC)Cc1cc2ccccc2c2c1COC2	13	-4
O=C(COc1ncnc2scc(-c3ccc(F)cc3)c12)NCc1ccco1	-6	-3
CCOC(=O)Cc1csc(NC(=O)CN2C(=O)c3ccccc3S2(=O)=O)n1	-6	0
CC1(OC(=O)C2CCCC2)C(=O)C=C2C=C(c3ccsc3)N(Cc3ccco3)C=C2C1=O (centres undefined)	4	3
COc1ccc(CCN(Cc2cc3cc(C)ccc3[nH]c2=O)C(=O)N2CCCC2)cc1OC	8	5
Cc1cccc(NC(=O)CCn2ccnc2C)c1	-5	17
CCOC(=O)CNC(=O)Cn1cnc2ccc(S(=O)(=O)N3CCC(C)CC3)cc2c1=O	-7	-1
COCCNC(=O)C(c1ccco1)N(C(=O)Cn1nnc2ccccc21)c1ccccc1C (centres undefined)	-8	5
Cc1cc(C(=O)Nc2ccc(S(=O)(=O)Nc3onc(C)c3C)cc2)c(C)o1	-18	-14
O=C(CSCCO)Nc1ccccc1	-6	-3
CCNc1nc2ccccc2[nH]1	13	6
COc1cc(C(=O)Oc2ccc3c(c2)OCC3=O)cc(OC)c1OC	-9	7
CC(C)CCNC(=O)CCS(=O)(=O)c1cccc2nonc12	-1	1
O=S(=O)(NCCSc1ccccc1)c1ccc(F)cc1	-6	-2
O=CNC(=O)c1ccccc1C(=O)O	-5	1
C#CCOCCOCCOCCNc1nc(N2CCN(C(=O)[C@H](CCC(=O)O)n3cc(C(N)CC(C)C)nn3)CC2)nc(N2CCN(C(=O)[C@H](Cc3cc4ccccc4[nH]3)n3cc(C(N)CC(C)C)nn3)CC2)n1 (some centres undefined)	-3	2
CN(C)CCn1c(=S)[nH]c2ccccc2c1=O	7	-8
COc1ccc(OCC(=O)NCc2cccnc2)cc1	-52	-4
C/C(=N\N1CCN(C2c3ccccc3-c3ccccc32)CC1)c1cccnc1	2	7
COc1ccc(CNC(=O)Cc2csc(Nc3nc(=S)[nH]c4ccccc34)n2)cc1	-8	0
Next part
SMILES	RAD54 branch	esBAF inh
C#CCSc1nnc(-c2ccccc2)c(=O)[nH]1	8	-3
Cc1cc(C(=O)NCc2cc(C(=O)O)oc2C)c(C)o1	-1	-2
COC(=O)C1=C(C)N(c2ccc(F)cc2)C(=O)C1	4	-4
CCC(C)Nc1nc(-c2ccc3c(c2)NC(=O)CO3)cs1 (centres undefined)	-24	16
N#CC1=C(S)N(c2ccc(F)cc2)C(c2cccs2)NC1=O (centres undefined)	3	-8
Cc1noc(N)c1C(=O)Nc1ccc(F)c(Cl)c1	-5	0
O=C(O)c1ccc(-n2nnnc2Oc2cccc3cccnc23)cc1	-8	14
Nc1ccc(C(=O)N/N=C\c2cc(N=Nc3cccc4ccccc34)ccc2O)cc1	4	-39
COc1ccc(CCN(Cc2nc3ccccc3c(=O)[nH]2)C(=O)c2ccco2)cc1OC	4	28
CC(Sc1nncs1)C(=O)NCc1ccc2c(c1)OCO2 (centres undefined)	-13	-1
Cc1nn(C)cc1CNC(=O)c1cccc(Cl)c1	-2	-3
CCCCC(C)n1[nH]c(=O)cc1N (centres undefined)	3	-13
CN(CC(=O)Nc1ccccc1N1CCOCC1)S(=O)(=O)c1ccc(Cl)cc1	-8	-25
COC(=O)c1cc(OC)c(OCc2cc(C(=O)OC)oc2C)c(OC)c1	-10	-1
C(=N\n1cnnc1)/c1cccnc1	-16	-2
C#CCOCCOCCOCCNc1nc(N2CCN(C(=O)[C@H](CCCCN)n3cc(CCCC)nn3)CC2)nc(N2CCN(C(=O)[C@H](Cc3ccc(O)cc3)n3cc(CCO)nn3)CC2)n1	-17	-11
O=C(O)CCc1ccc(-c2ccccc2)n1CC1CCCO1 (centres undefined)	2	-5
O=C(c1ccc(Cl)cc1)c1nnc(-c2ccncc2)o1	2	-2
C=CCn1c(SCC(=O)O)nnc1-c1ccccc1	-1	-1
CC(C)n1c(O)c(/C=C2\C=Nc3ccccc32)sc1=Nc1ccccc1	-1	-5
CCN(CC)S(=O)(=O)c1ccc(OC)nc1	3	-1
O=C(NCCN1CCOCC1)N1CCOCC1	-1	-3
Cc1cccc2nc(CSc3nnnn3-c3ccccc3)cn12	3	5
COc1ccc(/C=N/n2c(=S)n(C)c3ccccc32)cc1OC	-12	7
COc1ccc(OC)c(C2NC(=O)NC(C)=C2C(=O)Nc2ccc(C)cc2C)c1 (centres undefined)	7	2

An excerpt from the list above, as a working copy:
SMILES	RAD54 branch	esBAF inh
COc1ccc(/C=N/n2c(=S)n(C)c3ccccc32)cc1OC	-12	7
COc1ccc(OC)c(C2NC(=O)NC(C)=C2C(=O)Nc2ccc(C)cc2C)c1 (centres undefined)	7	2

From PubChem

These rows are one share of the data (hit frequency here may not be typical).
